# KOR beta-arrestin-1: KOR antagonists, beta-arrestin recruitment, cell-based, luminescence, uHTS (AID 1778) | Kappa-type opioid receptor (Homo sapiens) | KOR beta-arrestin recruitment, luminescence, antagonist mode; higher % means a stronger effect | one-dose inhibition, % at 10 µM; IC50 in µM for titrated hits | 0.091% of 290,000 active; also: strong numbers were not always called active
# AID2073: inhibitors of Mint1-CaV2.2 protein interaction, biochemical, HTRF (AID 2073); 0.19% of 290,000 active; one-dose inhibition, % at 20 µM; IC50 in µM for titrated hits; HTRF protein-protein interaction, Mint1-CaV2.2; higher % means a stronger effect; in the data active = inhibition mostly above about 51%, no sharp cut-off; inconclusive = no clear call, values can overlap the other calls; inactive = mostly below about 53%; also: some results filed as inactive read as strong as hits
# M1AAP inhibition: P. falciparum M1AAP inhibitors, biochemical, fluorogenic H-Leu-NHMec substrate, 1536-well (AID 1445) | Aminopeptidase N (Plasmodium falciparum (isolate 3D7)) | recombinant M1AAP, H-Leu-NHMec fluorogenic kinetic assay; higher % means a stronger effect | inhibition, % at 30 µM; hits with a dose series show IC50 in µM | 0.42% of 220,000 active;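 active = primary inhibition above the hit cutoff, then over 50% inhibition at one or more dose response concentrations, cut at about 23% in these data, passing the limit was not always enough; inconclusive = conflicting primary data, or primary hits not chosen for dose response; inactive = low primary inhibition, or under 50% at every dose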;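 also: plate controls were DMSO full reaction for no effect and no enzyme background for full effect; strong numbers were not always called active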
# NOD1 NF-kB reporter: NOD1 signaling inhibitors, primary screen, cell-based, luminescence, uHTS (AID 1578) | inhibition, % at 4 µM; hits with a dose series show EC50 in µM | 1% of 290,000 active | NOD1-driven NF-kB luciferase reporter cells, luminescence; higher % means a stronger effect; in the data active = inhibition mostly above about 36%, no sharp cut-off; inactive = mostly below about 34%;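 also: HEK-293T reporter cells stimulated with the NOD1 agonist gamma-tri-DAP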
# Dynein transport: inhibitors of GR-EGFP nuclear translocation, primary screen, dynein cargo transport inhibitor project, imaging, high-content, 3617.4 mouse cells; test concentration mostly 20 µM; stimulated with dexamethasone, 1 µM; stronger effect = lower value; z-score, hits read low; 0.47% of 220,000 active; AID 1381, 2008;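 active = plate z-score of nuclear minus cytoplasmic receptor signal below a set negative limit, without overly bright fluorescence or cell loss, cut at about -3.5 in these data, passing the limit was not always enough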;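 also: z-score of nuclear minus cytoplasmic ring GR-EGFP intensity difference per well; some compounds called inactive have numbers as strong as hits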
#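 medium = tetracycline-free induction medium containing charcoal-stripped FBS | probe or stimulus = dexamethasone, 1.0 µM final | timing = 48 h induction, then 1 h compound, then 30 min agonist, 37 °C | detection = automated 10x imaging of fixed Hoechst-stained cells | read-out basis = nuclear versus cytoplasmic GR-EGFP signal, averaged per well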
# GPR55 beta-arrestin: GPR55 agonists via beta-arrestin recruitment, primary screen, imaging, U2OS cells, beta-arrestin-GFP redistribution (AID 1961); 0.048% of 290,000 active; G-protein coupled receptor 55 (Homo sapiens); U2OS GPR55 beta-arrestin-GFP redistribution imaging; higher % means a stronger effect; activation, % at 10 µM, or EC50 in µM where a hit was titrated;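 active = activation above 40% with more than 50 cells counted in the well; inconclusive = wells holding fewer than 50 cells, flagged as toxic or sparse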;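 also: U2OS osteosarcoma cells stably expressing GPR55 and beta-arrestin-GFP; plate controls were DMSO negative control for no effect and LPI positive control for full effect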
# M17LAP inhibition: P. falciparum M17LAP inhibitors, primary screen, biochemical, fluorogenic H-Leu-NHMec substrate, 1536-well (AID 1619); recombinant M17LAP, H-Leu-NHMec fluorogenic kinetic assay; higher % means a stronger effect; inhibition, % at 30 µM, or IC50 in µM where a hit was titrated; 0.38% of 220,000 active;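 active = compound inhibiting the enzyme by more than half at any dose during confirmatory dose-response retesting; inconclusive = strong single-dose inhibitors picked by rank but not retested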;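 also: plate controls were full reaction with DMSO carrier for no effect and no enzyme background for full effect; strong numbers were not always called active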
# KOR beta-arrestin-2: KOR agonists, beta-arrestin recruitment, primary screen, cell-based, luminescence, uHTS (AID 1777) | KOR beta-arrestin recruitment, luminescence; higher % means a stronger effect | one-dose activation, % at 10 µM; EC50 in µM for titrated hits | 0.02% of 280,000 active; in the data active = activation above about 50%, passing the limit was not always enough; also: a part of the inactive calls stands beside numbers as strong as those of hits
# HEK293 NOD2/NF-kB: NOD2 signaling inhibitors, cell-based, luminescence, uHTS, HEK293 (AID 1566). HEK293 NOD2/NF-kB luciferase reporter, luminescence; higher % means a stronger effect. inhibition, % at 4 µM; hits with a dose series show EC50 in µM. 0.63% of 290,000 active; also: many of its hits are not listed in these tables
# Dynein transport cytoplasmic EGFP: further read-out of Dynein transport, marked with its call; z-score; measured here: cytoplasmic GR-EGFP intensity; stronger effect = higher value
# Dynein transport nuclear GR-EGFP: also measured in Dynein transport; calls as there; z-score; measured here: nuclear GR-EGFP intensity;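 lower value marks the stronger effect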
# Dynein transport cell count: also measured in Dynein transport; calls as there; z-score; measured here: cell count per field
# Starred values were filed as active, the others as inactive; ? = inconclusive; . = no result given; [ ] = dose if it differs, or a comment. Rule as the data show it, unless noted: active = inhibition above about 50%; inactive = the rest.
SMILES,KOR beta-arrestin-1,AID2073,M1AAP inhibition,NOD1 NF-kB reporter,Dynein transport,Dynein transport cytoplasmic EGFP,Dynein transport nuclear GR-EGFP,Dynein transport cell count,GPR55 beta-arrestin,M17LAP inhibition,KOR beta-arrestin-2,HEK293 NOD2/NF-kB
CCCCOC(=O)CCCc1ccc([N+](=O)[O-])cc1[N+](=O)[O-],-40%,20%,-1%,14%,0.92,-0.36,0.7,-0.2,-0.2%,-8%,11%,-3%
CCN(CC)C(=O)CSc1nc2c(sc(=S)n2-c2ccc(C)cc2C)c(=O)[nH]1,1%,8%,.,-4%,.,.,.,.,0.0%,.,-0.1%,32%
CN(CCc1ccccn1)c1ccc([N+](=O)[O-])cn1,16%,4%,8%,-3%,0.039,-0.24,-0.057,0.2,0.0%,6%,2.7%,5%
COc1ccc2cc(C(N)=O)/c(=N/NC(=O)c3ccco3)oc2c1,18%,6%,15%,-24%,-0.64,-0.24,-0.16,0.21,-0.5%,4%,1.2%,-58%
O=C(N/N=C/c1cn(CCOc2ccccc2)c2ccccc12)c1ccncc1,16%,-1%,9%,19%,-0.19,-0.3,-0.41,0.43,-0.3%,16%,4.6%,12%
N#Cc1ccc(C(=O)NCC(c2ccco2)N2CCCCC2)cc1 (centres undefined),3%,13%,-1%,2%,-0.85,0.6,-0.34,1.2,-0.1%,6%,-5.9%,12%
CCC(COC)NC(=O)CCc1nnc(Cc2c[nH]c3ccccc23)o1 (centres undefined),-36%[20 µM],4%,.,-43%,.,.,.,.,0.1%,.,1.5%,-6%
CCCc1ncc(C(O)(c2ccccc2)c2ccc(C)cc2)n1C (centres undefined),-5%,1%,0%,5%,-0.26,-0.24,-0.17,0.53,-0.3%,6%,-0.1%,19%
O=C(O)c1ccc(S(=O)(=O)NCC2CCCO2)cc1 (centres undefined),-8%,-1%,.,41%,.,.,.,.,-0.1%,.,1.7%,6%
CCOC(=O)c1nc(N2CCN(C(=O)OCC)CC2)c2c3c(sc2n1)CCCC3,-11%,16%,13%,13%,0.35,-0.18,0.37,-0.57,0.0%,-38%,-0.9%,24%
Cc1ccccc1CCN(C(=O)Cn1nnc2ccccc21)C(C(=O)NCC1CCCO1)c1nc2ccccc2n1C (centres undefined),14%,9%,-2%,-7%,-0.66,-0.22,-0.35,0.63,-0.6%,1%,1.6%,1%
CC(=O)NCc1cc(-c2ccc(Cl)cc2)no1,12%,-7%,5%,-35%,-0.5,-0.15,-0.13,0.21,0.0%,4%,-0.1%,-17%
COc1ccc(N(CC(=O)N/N=C/c2ccc(-c3ccc([N+](=O)[O-])cc3)o2)S(=O)(=O)c2ccc(C)cc2)cc1,-7%,29%,3%,-21%,0.27,2.4,1.2,-0.5,0.1%,-12%,-4.2%,4%
Cc1[nH]n(-c2ccccc2)c(=O)c1-c1ccc(Cl)cc1,-31%,-2%,18%,-30%,0.32,-0.016,0.26,0.62,-0.1%,14%,2.0%,-50%
CC1CCC(N2CCN(c3ncccn3)CC2)CC1 (centres undefined),29%,-1%,4%,-9%,-1,-0.25,-0.53,-0.18,-0.2%,1%,3.8%,3%
CCCCc1ccc(NC(=O)NCc2cccnc2)cc1,-19%,9%,.,-24%,.,.,.,.,0.3%,.,1.1%,-1%
CCOC(=O)CN1c2ccccc2NC(=O)CC1C (centres undefined),34%,-1%,18%,-10%,3.6,-0.039,2,-1.2,0.3%,9%,6.6%,4%
COc1ccc(NC(=O)Cn2ncc(Cl)c(Cl)c2=O)cc1S(=O)(=O)N1CCOCC1,6%,64%,8%,44%,-2.7,0.99,-1.3,-1.8,0.5%,8%,-0.6%,25%
N=C1/C(=C/c2ccc(OCc3ccccc3)cc2)C(=O)N=C2SC(CC(=O)N3CCOCC3)=NN12,-53%,2%,.,-4%,.,.,.,.,-0.2%,.,2.1%,14%
CCCC1=NN2C(=N)/C(=C\c3cc(C)n(-c4cccc(C)c4)c3C)C(=O)N=C2S1,19%,4%,12%,31%,0.7,-0.24,0.51,0.2,0.1%,2%,-4.1%,20%
CC(C)[C@H](NC(=O)c1ccccc1)C(=O)OCC(=O)N1CCCCCC1,10%,-10%,1%,-4%,-0.34,-0.17,-0.31,-0.41,0.2%,12%,-2.8%,12%
COc1ccc(OC)c(C2=Nn3c(nnc3-c3cc(C)[nH]n3)SC2)c1,15%,-9%,5%,2%,-0.15,-0.23,0.51,-0.086,-0.1%,10%,2.9%,2%
O=C(/C=C/c1ccc(Cl)cc1Cl)Nc1ccc(CN2CCOCC2)cc1,6%,5%,10%,46%,-0.55,-0.091,-0.24,-0.75,-0.2%,11%,-0.8%,36%
CSCCC(NC(=O)c1ccco1)C(=O)Nc1ccncc1 (centres undefined),11%,9%,.,-17%,.,.,.,.,-0.1%,.,0.8%,2%
CCC1CN(S(=O)(=O)c2cc(-c3cc(C)no3)ccc2OC)c2cc(C)ccc2O1 (centres undefined),6%,11%,.,-6%,.,.,.,.,-0.1%,.,12%,20%
SMILES,KOR beta-arrestin-1,AID2073,M1AAP inhibition,NOD1 NF-kB reporter,Dynein transport,Dynein transport cytoplasmic EGFP,Dynein transport nuclear GR-EGFP,Dynein transport cell count,GPR55 beta-arrestin,M17LAP inhibition,KOR beta-arrestin-2,HEK293 NOD2/NF-kB
CN=c1sc2ccccc2n1CC(O)COCc1ccco1 (centres undefined),-27%,-8%,20%,-21%,1.8,-0.07,1.1,-1.3,-0.2%,14%,3.4%,-10%
COC(=O)Cn1c(=NC(=O)c2cc(OC)c(OC)c(OC)c2)sc2cc(OC)ccc21,-28%,22%,3%,-14%,-0.16,-0.15,0.58,-0.69,-0.2%,-8%,0.1%,6%
CCOC(CNC(=O)c1cc2c(=O)n(CC)c3ccccc3c2s1)OCC,13%,14%,.,-2%,.,.,.,.,-0.1%,.,-0.9%,17%
C=CCn1c(CCNC(=O)c2ccccc2F)nnc1SCC(=O)Nc1nc(C)cs1,11%,-1%,-1%,-12%,2.2,0.019,1.9,-2.1,-0.1%,7%,-2.7%,7%
O=C1CCSc2ccc(Cl)cc2N1Cc1cccc(Cl)c1,-20%,8%,10%,.,0.12,-0.23,-0.49,0.19,0.2%,-10%,13%,.
Cc1nn(Cc2ccc(F)cc2)c(C)c1NC(=O)c1cc2ncc(Br)cn2n1,-8%,9%,0%,-36%,-0.45,-0.35,-0.25,1.8,0.3%,12%,0.2%,-6%
Cc1ccc(NC(=O)CCN2C(=O)c3cccc([N+](=O)[O-])c3C2=O)c(Br)c1,-50%[20 µM],5%,.,-28%,.,.,.,.,-0.3%,.,5.9%,-3%
C#CCCOC(=O)Nc1ccccc1,46%,12%,-5%,-4%,1.1,-0.22,0.37,-0.77,0.6%,-10%,7.6%,-26%
Cc1c(C=O)c2ccccn2c1C(=O)c1ccncc1,-7%,3%,11%,22%,2.5,-0.22,-0.17,-1.2,-0.1%,26%,6.4%,11%
Cc1ccc(C(C)NC(=S)NCc2ccc(F)cc2)c(C)c1 (centres undefined),5%,6%,.,29%,.,.,.,.,-0.1%,.,4.7%,-22%
COC(=O)c1ccc(C(=O)OC)c(-n2c(=O)c3ccccc3c3ccccc3c2=O)c1,16%,4%,8%,14%,-5.1*,0.64*,-2.5*,1*,0.3%,-2%,-6.2%,-35%
CCOC(=O)c1cc(C(=O)OCC)c2cccc(C)n2c1=O,9%,19%,6%,-20%,-0.47,-0.4,-0.038,0.28,0.0%,10%,-2.4%,-2%
COc1ccc(N=C/C=C2/C=C(c3ccccc3)OC(C)(C)O2)cc1,-30%[20 µM],-9%,20%,-41%,-0.007,-0.3,0.12,0.53,0.4%,18%,.,22%
O=C(c1ccccc1F)N1CCC(O)(c2cccnc2)CC1,24%,2%,1%,-3%,0.33,-0.29,0.23,0.04,-0.1%,4%,-1.4%,10%
COc1ccc2cc(C(=O)NC3CCCCC3)c(=O)oc2c1,13%,17%,3%,-31%,-0.48,-0.17,-0.91,0.22,-0.1%,-1%,11%,-18%
COCCNS(=O)(=O)c1cc(C)c(C)cc1C,8%,0%,0%,-14%,0.92,-0.13,0.27,-1.3,0.1%,-12%,2.4%,3%
CCNc1nc(NCC)nc(ON=C(C)C)n1,-2%,?,-1%,-14%,0.97,-0.19,1.5,-1,0.6%,-3%,-4.5%,8%

# Exported with bars between the fields: 7 of the compounds above
smiles | KOR beta-arrestin-1 | AID2073 | M1AAP inhibition | NOD1 NF-kB reporter | Dynein transport | Dynein transport cytoplasmic EGFP | Dynein transport nuclear GR-EGFP | Dynein transport cell count | GPR55 beta-arrestin | M17LAP inhibition | KOR beta-arrestin-2 | HEK293 NOD2/NF-kB
CCCCc1ccc(NC(=O)NCc2cccnc2)cc1 | -19% | 9% | . | -24% | . | . | . | . | 0.3% | . | 1.1% | -1%
CCOC(=O)CN1c2ccccc2NC(=O)CC1C (centres undefined) | 34% | -1% | 18% | -10% | 3.6 | -0.039 | 2 | -1.2 | 0.3% | 9% | 6.6% | 4%
COc1ccc(NC(=O)Cn2ncc(Cl)c(Cl)c2=O)cc1S(=O)(=O)N1CCOCC1 | 6% | 64% | 8% | 44% | -2.7 | 0.99 | -1.3 | -1.8 | 0.5% | 8% | -0.6% | 25%
N=C1/C(=C/c2ccc(OCc3ccccc3)cc2)C(=O)N=C2SC(CC(=O)N3CCOCC3)=NN12 | -53% | 2% | . | -4% | . | . | . | . | -0.2% | . | 2.1% | 14%
CCCC1=NN2C(=N)/C(=C\c3cc(C)n(-c4cccc(C)c4)c3C)C(=O)N=C2S1 | 19% | 4% | 12% | 31% | 0.7 | -0.24 | 0.51 | 0.2 | 0.1% | 2% | -4.1% | 20%
CC(C)[C@H](NC(=O)c1ccccc1)C(=O)OCC(=O)N1CCCCCC1 | 10% | -10% | 1% | -4% | -0.34 | -0.17 | -0.31 | -0.41 | 0.2% | 12% | -2.8% | 12%
COc1ccc(OC)c(C2=Nn3c(nnc3-c3cc(C)[nH]n3)SC2)c1 | 15% | -9% | 5% | 2% | -0.15 | -0.23 | 0.51 | -0.086 | -0.1% | 10% | 2.9% | 2%

# Screens from PubChem BioAssay.

# Only part of the results is shown; rates above refer to the full screens.
